MT1-MMP act inh – MT1-MMP (human) activation inhibition; GFP/RFP ratio change, % at 20 µM; P50281; 0.061% of 360,000 active; HT1080 RFP-PRO-GFP cells, GFP/RFP ratio fluorescence, overnight; percent of plate control window, DMSO zero;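 active = GFP/RFP ratio change of at least 30% with cell ATP level not reduced by more than half and red fluorescence within 50% of control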; also: strong numbers were not always called active
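Material: RFP-PRO-GFP reporter HT1080 cells. Dosing: single-point 20 µM compound, 1% DMSO. Controls: DMSO and RFP-L50D-GFP cell wells. Timing: cells overnight before dosing, compound overnight, 37 °C, 5% CO2. Measure: GFP/RFP fluorescence ratio.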
NRP1-CendR mod – modulators of CendR peptide binding to human neuropilin-1 | O14786 | FAM-RPARPAR peptide binding to NRP-1, fluorescence polarization | inhibition, % at 25 µM | 0.85% of 360,000 active | AID 602438;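 active = inhibition or corrected inhibition above about 18%, plus a signal ratio from 0.5 to 1.5, limit read from the data, passing the limit was not always enough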; also: strong numbers were not always called active
Target sequence (O14786 whole entry, looked up): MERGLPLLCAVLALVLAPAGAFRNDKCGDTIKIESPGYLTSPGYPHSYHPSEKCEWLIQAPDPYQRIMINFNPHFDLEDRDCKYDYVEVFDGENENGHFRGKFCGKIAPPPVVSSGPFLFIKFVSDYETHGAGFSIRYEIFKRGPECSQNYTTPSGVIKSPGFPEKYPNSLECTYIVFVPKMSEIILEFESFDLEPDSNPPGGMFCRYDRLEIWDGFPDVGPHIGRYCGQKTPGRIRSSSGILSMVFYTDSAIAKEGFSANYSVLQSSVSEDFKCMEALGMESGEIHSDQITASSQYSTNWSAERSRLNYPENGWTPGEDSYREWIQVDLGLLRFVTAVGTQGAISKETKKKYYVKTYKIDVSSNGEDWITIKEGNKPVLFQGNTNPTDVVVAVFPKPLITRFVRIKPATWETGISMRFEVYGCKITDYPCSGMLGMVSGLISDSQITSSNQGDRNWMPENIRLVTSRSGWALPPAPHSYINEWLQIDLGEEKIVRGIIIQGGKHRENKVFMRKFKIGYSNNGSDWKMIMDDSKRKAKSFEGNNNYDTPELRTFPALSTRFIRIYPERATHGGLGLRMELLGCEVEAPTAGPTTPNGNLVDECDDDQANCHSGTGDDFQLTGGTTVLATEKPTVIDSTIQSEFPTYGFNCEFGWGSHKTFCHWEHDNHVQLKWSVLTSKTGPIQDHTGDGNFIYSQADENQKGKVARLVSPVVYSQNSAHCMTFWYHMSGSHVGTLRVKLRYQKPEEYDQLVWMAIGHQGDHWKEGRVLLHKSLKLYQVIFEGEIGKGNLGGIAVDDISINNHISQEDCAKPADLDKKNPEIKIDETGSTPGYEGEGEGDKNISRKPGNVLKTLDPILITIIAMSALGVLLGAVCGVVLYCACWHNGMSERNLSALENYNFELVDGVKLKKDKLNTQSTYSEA
Rpn11 block – Rpn11 (human) deubiquitinase inhibition. 0.59% of 360,000 active. O00487. human 26S proteasome, Ub4-pepOG fluorescence polarization; 20S core pre-blocked with epoxomicin. AID 588493. calls only at 20 µM;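 active = inhibition at 20 µM, scaled to each plate's controls, above about 33%, limit read from the data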
SUMO1-SIM PPI – SUMO1-SIM interaction modulation; P63165; SUMO1 binding to a labelled peptide, TR-FRET, 1 h; inhibition, % at 20 µM; 0.33% of 360,000 active; in the data active = inhibition above about 37%
DNMT1 block – blocks human DNA methyltransferase DNMT1. P26358. DNMT1 molecular beacon, Hinp1I cleavage, fluorescence. inhibition (reported as % activation of signal), % at 10 µM. 0.83% of 360,000 active. AID 588458; in the data active = inhibition above about 50%
NadD inh – blocks S. aureus nicotinate mononucleotide adenylyltransferase; purified NadD enzyme, colorimetric absorbance read-out; inhibition, % at 20 µM; 0.78% of 360,000 active; in the data active = inhibition above about 26%; also: some compounds past the cut are filed as inactive
SKN-1 inh – blocks SKN-1 activity in C. elegans. C. elegans VP596 Pgst-4::GFP/RFP ratio, acrylamide-induced, 24 h. AID 624304. 0.49% of 360,000 active. inhibition, % at 21.8 µM;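 active = interference check ratio from 0.5 to 1.5 plus GFP to RFP signal ratio inhibition reaching or exceeding a fixed threshold, cut at about 30% in these data, passing the limit was not always enough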; also: some compounds called inactive have numbers as strong as hits
LMPTP block – blocks human LMPTP phosphatase; recombinant LMPTP-A, OMFP fluorogenic substrate, fluorescence intensity; inhibition, % at 20 µM; 0.22% of 360,000 active; AID 651560;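 active = compounds that cut the enzyme signal by at least half of the control window in the single-dose screen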;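 also: plate controls were DMSO wells with enzyme plus substrate for no effect and substrate without enzyme for full effect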
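Assay system: LMPTP-A, protein tyrosine phosphatase of low molecular weight / Medium: pH 6.0 Bis-Tris buffer with DTT and Triton X-100 / Schedule: 50 min enzyme reaction at room temperature, protected from light / Measured by: endpoint fluorescence intensity from OMFP dephosphorylation / Read-out basis: % inhibition relative to no-enzyme and uninhibited control wells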
STEP inh – inhibitors of human striatal-enriched phosphatase STEP; recombinant STEP, OMFP fluorogenic substrate, fluorescence; inhibition, % at 20 µM; 0.25% of 360,000 active;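 active = inhibition at 20 µM, scaled per plate between control wells, above about 37%, limit read from the data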;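 also: 0% = DMSO with enzyme and substrate and 100% = substrate only without enzyme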
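Assay system: isolated STEP enzyme / Timing: 20 min at room temperature, dark / Doses: 20 µM, 1% DMSO / Technique: fluorescence intensity, excitation 480 nm, emission 540 nm / Reagent: fluorogenic phosphatase substrate OMFP at 25 µM final / Measure: percent inhibition scaled to no-enzyme and uninhibited-enzyme controls, plate-pattern corrected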
Scp-1 inhibitor – blocks human Scp-1 phosphatase activity; Recombinant Scp1, phosphopeptide, malachite green phosphate absorbance; inhibition, % at 20 µM; Q9GZU7; 0.88% of 340,000 active;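 active = inhibition above about 50% at 20 µM, limit read from the data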;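 also: plate controls were DMSO wells with enzyme for no effect and wells lacking enzyme for full effect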
Target sequence (Q9GZU7 76-261 limits assumed): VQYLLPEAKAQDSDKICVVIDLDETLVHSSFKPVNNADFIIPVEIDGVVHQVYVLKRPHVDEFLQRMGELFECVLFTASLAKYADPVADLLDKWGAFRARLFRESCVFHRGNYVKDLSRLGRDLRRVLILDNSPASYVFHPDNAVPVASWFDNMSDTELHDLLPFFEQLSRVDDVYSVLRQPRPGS
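assay system = SCP-1 phosphatase catalytic domain, residues 76-261 | buffer or medium = 50 mM Tris acetate pH 5.5, 0.005% Tween-20, 10 mM MgCl2 | incubation = enzyme reaction 45 min at room temperature, colour 5 min, stabilisation 30 min | signal = Phosphate-binding colour reagent, absorbance read at 630 nm | measure = % inhibition at 20 µM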
Numbers without * were called inactive; i = inactive; / = not tested or not shown; + = active, no number.

SMILES | MT1-MMP act inh | NRP1-CendR mod | Rpn11 block | SUMO1-SIM PPI | DNMT1 block | NadD inh | SKN-1 inh | LMPTP block | STEP inh | Scp-1 inhibitor
O=C1CCc2cc(S(=O)(=O)Nc3ccc(C(F)(F)F)cc3)cc3c2N1CC3 | 6 | -10 | i | 4 | 1 | -2 | -14 | 0.7 | -1 | -4
CC(C)CC(NC(=O)C1CCC(C)CC1)C(=O)Nc1cccnc1 (stereo not drawn) | -18 | -4 | i | 0 | -4 | -2 | -8 | -0.7 | -1 | -2
CC(=O)Nc1ccc(S(=O)(=O)N(C)Cc2cnn(C)c2)cc1 | 0 | 0 | i | -2 | 2 | -5 | -2 | 0.3 | -2 | -2
COc1ccc(C(=O)N2CCCC(Nc3ccc(C)c(C)c3)C2)cc1 (stereo not drawn) | 3 | 17 | i | 4 | 0 | -4 | -21 | -0.6 | -2 | -5
COc1ccc(CCNCC(O)COc2c(C)cccc2C)cc1OC (stereo not drawn) | -1 | -4 | i | 2 | -1 | -6 | -3 | -1.2 | 0 | 10
CCOC(=O)C1=CC[C@H]2c3c(c4ccc(OC)cc4n3C)C(=O)C1N2S(=O)(=O)c1ccc(C)cc1 | -2 | 3 | i | -7 | -1 | -4 | 13 | 1.5 | 1 | -11
Cc1cc(C)cc(SCc2noc(C(=O)NCC3CCCO3)c2C(=O)O)c1 (stereo not drawn) | 4 | -7 | i | 3 | 6 | -5 | 13 | -0.5 | -2 | 5
COc1ccc(Cl)cc1NC(=O)COC(=O)CNC(=O)C1CCCCC1 | 3 | -13 | i | -3 | 1 | -10 | -8 | 0.6 | 0 | -1
COc1cc(NC(=O)Nc2ccc3c(c2)OCO3)cc(OC)c1OC | 4 | -12 | i | 0 | -3 | 1 | 3 | 0.3 | -1 | -3
COc1ccc(C2C(C(=O)c3cccs3)=C(O)C(=O)N2c2nnc(C)s2)cc1OC (stereo not drawn) | -75 | 126 | i | -26 | 21 | 2 | -37 | -0.6 | -35 | -3
O=C(NCCc1ccccc1Cl)C1CC(=O)N(C2CCCCC2)C1 (stereo not drawn) | -1 | 7 | i | 1 | 0 | 6 | 5 | 1.5 | 1 | 12
CCN(C1CCS(=O)(=O)C1)S(=O)(=O)c1ccc2ccccc2c1 (stereo not drawn) | 1 | -6 | i | -10 | 1 | -4 | 13 | -0.9 | -1 | 4
CC(c1nc2ccccc2n1Cc1ccccc1)n1c(-c2cnccn2)nc2ccccc21 (stereo not drawn) | -8 | 9 | / | 3 | / | / | -4 | 0.1 | / | /
Cc1ccsc1C(=O)N1CCCC(C(=O)c2cc(F)ccc2F)C1 (stereo not drawn) | -2 | -6 | i | 16 | 3 | 0 | 3 | -0.8 | 0 | -2
Cc1cc(NC(=O)c2cc3ccccc3o2)ccc1NC(=O)c1ccccc1 | -1 | 1 | i | 10 | -4 | -7 | 2 | 0.9 | -4 | -11
COc1ccccc1C(=O)NCCc1nc2ccccc2[nH]1 | 5 | -4 | i | 1 | -6 | 4 | -2 | -0.5 | 1 | 1
Nc1nc(SCC(=O)Nc2cccc(S(=O)(=O)N3CCCCCC3)c2)n[nH]1 | 3 | -6 | i | 8 | -1 | -3 | -9 | 0.1 | 1 | -9
O=C(NC(=S)Nc1ccccc1N1CCOCC1)c1ccccc1F | 1 | -1 | i | 2 | -1 | -1 | -1 | 0.3 | 0 | -4
CC(C)c1ccccc1N=C1SCCN1C1CCS(=O)(=O)C1 (stereo not drawn) | -1 | 0 | i | -1 | 0 | -2 | 21 | 0.4 | 0 | -5
CC[n+]1c(/C=C/N(C)c2ccccc2)n(-c2ccccc2)c2ccc(-c3nc4ccccc4s3)cc21 | -42 | -39 | i | -84 | -1 | 32* | -2 | 83* | 10 | 32
OCCN(Cc1ccccn1)Cc1ccccn1 | 3 | 4 | i | -4 | -4 | 0 | 1 | -0.4 | 3 | /
Cc1c(C(=O)Nc2cnccn2)oc2ccccc12 | -2 | -6 | i | -3 | -4 | -5 | 17 | -0.3 | 12 | 0
O=[N+]([O-])c1cc(S(=O)(=O)Nc2ccccc2)ccc1NCc1ccccc1 | -2 | 5 | i | -17 | -2 | 1 | 13 | 2.6 | -4 | -5
CCOc1ccc2c(c1)C(NC(C)=O)C(=O)N2CCN1CCOCC1 (stereo not drawn) | 2 | -34 | i | 11 | -1 | 14 | -7 | -0.4 | -3 | -4

A second format for six compounds above:
Under each structure – MT1-MMP act inh	NRP1-CendR mod	Rpn11 block	SUMO1-SIM PPI	DNMT1 block	NadD inh	SKN-1 inh	LMPTP block	STEP inh	Scp-1 inhibitor
> COc1ccccc1C(=O)NCCc1nc2ccccc2[nH]1
 : 5	-4	i	1	-6	4	-2	-0.5	1	1
> Nc1nc(SCC(=O)Nc2cccc(S(=O)(=O)N3CCCCCC3)c2)n[nH]1
 : 3	-6	i	8	-1	-3	-9	0.1	1	-9
> O=C(NC(=S)Nc1ccccc1N1CCOCC1)c1ccccc1F
 : 1	-1	i	2	-1	-1	-1	0.3	0	-4
> CC(C)c1ccccc1N=C1SCCN1C1CCS(=O)(=O)C1 (stereo not drawn)
 : -1	0	i	-1	0	-2	21	0.4	0	-5
> CC[n+]1c(/C=C/N(C)c2ccccc2)n(-c2ccccc2)c2ccc(-c3nc4ccccc4s3)cc21
 : -42	-39	i	-84	-1	32*	-2	83*	10	32
> OCCN(Cc1ccccn1)Cc1ccccn1
 : 3	4	i	-4	-4	0	1	-0.4	3	/

Later entries.
SMILES | MT1-MMP act inh | NRP1-CendR mod | Rpn11 block | SUMO1-SIM PPI | DNMT1 block | NadD inh | SKN-1 inh | LMPTP block | STEP inh | Scp-1 inhibitor
O=C(COC(=O)c1cncc(Br)c1)NCc1ccccc1 | 0 | -6 | i | 6 | -6 | -3 | 12 | -2.3 | -2 | -7
Cc1cc(C)n(C(C)CC(=O)Nc2ccc3c(c2)OCO3)n1 (stereo not drawn) | 1 | 2 | i | 1 | -3 | -7 | 14 | -0.1 | 0 | -9
COc1ccc(N2C(=O)CC(N3CCN(c4ccccc4)CC3)C2=O)cc1 (stereo not drawn) | 2 | 11 | i | 2 | 2 | 5 | -7 | -0.6 | 4 | -5
Cc1nnc2sc(SCC(=O)Nc3nccs3)nn2c1=O | 2 | 11 | i | 4 | 1 | 0 | 0 | -0.7 | 2 | -8
Cc1cc(OCCCN2CCN(Cc3ccccc3)CC2)ccc1[N+](=O)[O-] | 0 | 5 | i | -1 | -1 | -3 | 1 | -1.9 | 10 | -16
O=C(Nc1ccccc1C(=O)NCC1CCCO1)c1ccccc1F (stereo not drawn) | 0 | 21 | i | 2 | 0 | 2 | -12 | -1.1 | 2 | -8
O=C1CCCC2=C1C(c1cccs1)n1nc(SCc3ccccc3)nc1N2 (stereo not drawn) | -30 | -15 | i | 2 | -5 | 10 | 9 | 1.2 | 3 | -10
CC(=O)CSc1ccc(-c2nc3cc(C)c(C)cc3[nH]2)cn1 | 11 | -3 | i | 9 | -7 | -5 | 10 | 1.6 | 0 | -10
CC(=O)c1ccc(S(=O)(=O)NCCc2cn3ccc(C)cc3n2)cc1 | -1 | 10 | i | -5 | 0 | 2 | -12 | -0.8 | -1 | -8
C=CCOc1ccccc1/C=N/n1nnnc1N | -5 | -3 | i | -4 | -2 | -8 | -9 | -1.7 | 1 | -12
CCOC(=O)C1=CCN(S(=O)(=O)c2ccc(C)cc2)C1c1ccccc1F (stereo not drawn) | 1 | 10 | i | 4 | -8 | -6 | 3 | 2.4 | 2 | /
O=C(CC(c1ccccc1)c1ccccc1)NCCO | -5 | -1 | i | 0 | 0 | 5 | -11 | 0.6 | -13 | -2
Fc1ccc(COc2ccccc2-c2ccnc3ncnn23)cc1 | 2 | 4 | i | 0 | 1 | 2 | -5 | -0.5 | -3 | -8
COc1cc(C2CC(=O)Nc3ccccc3S2)cc(OC)c1OC (stereo not drawn) | 3 | -10 | i | 1 | 3 | 9 | -11 | -0.6 | -4 | -11
CC(C)Cn1c(CCCNC(=O)c2ccco2)nc2ccccc21 | -3 | 7 | i | -1 | 1 | -4 | 10 | 4.7 | 0 | 2
COc1ccc(C(=O)Nc2c3c(nn2-c2ccc([N+](=O)[O-])cc2)CS(=O)(=O)C3)cc1 | 0 | 19 | i | -28 | -2 | -3 | 15 | 0.9 | -1 | -3
O=C(CSc1ccc2c(c1)OCCO2)Nc1cccc(S(=O)(=O)N2CCCCC2)c1 | -6 | 2 | i | 3 | 4 | 4 | -10 | -0.6 | -4 | -7
CC(=O)Nc1ccc(-c2ccnc3c2CC(C)(C(=O)Nc2ccc(Cl)cc2)O3)cc1 (stereo not drawn) | 0 | -5 | i | 5 | 2 | 5 | 15 | -0.7 | -2 | /
O=C(Nc1ccc(-c2noc(COc3ccccc3Cl)n2)cc1)c1ccco1 | 1 | -2 | i | 1 | -15 | -1 | -1 | 2.4 | -1 | -8
C/C(CC(=O)Nc1cc(Cl)ccc1Cl)=N\NC(=O)c1ccccc1Br | -2 | -5 | i | -4 | 6 | -3 | 4 | 0.2 | 2 | -14
Cc1cccc(C(c2c(C)nn(-c3ccccc3)c2N)c2c(C)nn(-c3ccccc3)c2N)c1 | -6 | -7 | i | 3 | -5 | -1 | 1 | 0.6 | -1 | -3
Cc1noc(C)c1NC(=O)N(C)C[C@@H]1Oc2ncc(C#CC3CC3)cc2C(=O)N([C@@H](C)CO)C[C@@H]1C | 0 | -16 | i | 3 | 3 | -5 | 11 | -3.0 | -2 | /
CC(/C=N/n1c(-c2ccco2)n[nH]c1=S)=C\c1ccco1 | 1 | -15 | i | -2 | 35 | 1 | 1 | -0.5 | 2 | -7
CN(C)c1cccc(C(=O)NNC(=O)CSc2ccccc2)c1 | -3 | -1 | i | 3 | -2 | 2 | -10 | 0.2 | 0 | -6
COc1ccc(NC2CCCN(C(=O)c3ccccc3-c3ncc[nH]3)C2)cc1 (stereo not drawn) | 4 | -8 | i | 1 | -1 | 0 | 16 | 0.1 | 1 | /
Cc1cc(C)nc(NC(C)(C)C(=O)O)n1 | -4 | 1 | + | 1 | 0 | 1 | 14 | -0.8 | 0 | -6
O=C(CC(C(=O)O)c1ccccc1)Nc1cccc2ccccc12 (stereo not drawn) | 4 | 0 | i | -3 | -2 | -1 | -3 | -2.0 | 1 | -2
Cc1nnc(SCC(=O)N2CCOCC2)c2ccccc12 | 2 | -12 | i | 4 | 2 | 0 | -4 | -0.5 | 2 | -4
CCCCOc1ccc(/C=C/C(=O)N(CC)CC(=O)Nc2ccc3c(c2)OCCO3)cc1OC | -4 | -8 | i | -8 | -2 | -12 | -2 | 1.3 | 1 | -9

Source: PubChem BioAssay (Sanford-Burnham Center for Chemical Genomics)
